Screening results deposited in PubChem by National Center for Advancing Translational Sciences (NCATS).
A350 fluor: qHTS Assay for Spectroscopic Profiling in A350 Spectral Region; Compound autofluorescence, 340/450 nm, Alexa 350 dye-equivalents; active compounds read high; max dye-equivalent concentration, M; 11% of 59,000 active; AID 590, 2007; in the data active = max dye-equivalent concentration above about 10 nM; inconclusive = mostly about 1.1 nM to 9.6 nM
USP2a inh: qHTS Assay for Inhibitors of Ubiquitin-specific Protease USP2a | 0.1% of 60,000 active | Potency, µM (highest dose often 38.3 µM), for inactives: at the highest dose activity change, negative = inhibition, actives largely listed as inhibitors | USP2a enzymatic assay, qHTS inhibition;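 note: potency is the fitted concentration of half-maximal effect; nearly all actives have a fitted effect of over 60% in size; plate controls were DMSO for no effect and NEM full inhibition control for full effect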
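Inhibition is measured in a cell-free coupled assay with 20 nM USP2 core, 20 nM Ub-PLA2 and 20 uM NBD C6-HPC, 2.5 h incubation. Activity normalized to NEM control.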
Caspase-7 inhib: qHTS Assay for Allosteric/Competitive Inhibitors of Caspase-7; P55210; recombinant caspase-7, Ac-DEVD-AFC fluorescence rate; Potency, µM (series often up to 57.5 µM), without a hit: at the top dose activity change, negative = inhibition, actives largely listed as inhibitors; 0.02% of 75,000 active; AID 889, 2007; active = well fitted inhibition curve with a large enough effect in the main read-out, with a control signal flat, not every such curve was filed as active; inconclusive = small, poorly fitted or top-dose-only effect, or a change in a side signal; note: potency is the fitted concentration of half-maximal effect; % of control where 0% means no effect
Target sequence (P55210 24-198 limits assumed): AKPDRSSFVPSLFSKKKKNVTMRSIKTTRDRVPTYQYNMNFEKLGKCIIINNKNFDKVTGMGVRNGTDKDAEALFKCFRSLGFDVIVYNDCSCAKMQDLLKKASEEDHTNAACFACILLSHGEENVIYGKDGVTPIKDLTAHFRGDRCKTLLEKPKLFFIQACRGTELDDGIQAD
Target sequence (P55210 207-303 limits assumed): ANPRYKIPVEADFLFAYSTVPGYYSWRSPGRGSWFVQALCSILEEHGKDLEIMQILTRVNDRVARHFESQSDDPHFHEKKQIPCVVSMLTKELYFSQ
BRCT inh green: qHTS Assay for Inhibitors of BRCT-Phosphoprotein Interaction (Green Fluorophore); 0.05% of 75,000 active; BRCA1 BRCT-phosphopeptide binding, green fluorescence polarization; AID 875, 2007; Breast cancer type 1 susceptibility protein (Homo sapiens), P38398; Potency, µM (series often up to 76.9 µM), inactives show at the highest dose activity change, negative = inhibition, hits mostly inhibitors;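 note: potency is the fitted concentration of half-maximal effect; plate controls were peptide without protein for full effect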
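Fluorescence polarization: His-tagged BRCT (~35 kDa BRCA1 C-terminus, 250 nM) bound to 100 nM fluorescein-labeled phosphorylated 10-aa BACH1 peptide, pH 7.3 phosphate buffer with DTT and Tween 20. Compounds incubated 12 min at room temperature; inhibition read as lowered polarization.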
Casp1 inh: qHTS Assay for Allosteric/Competitive Inhibitors of Caspase-1; Caspase-1 enzyme, Ac-WEHD-AFC fluorogenic rate; Potency, µM (series often up to 57.5 µM), for the others: at the highest dose activity change, negative = inhibition, most hits filed as inhibitors; 0.03% of 75,000 active;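 note: potency is the fitted concentration of half-maximal effect; plate controls were vehicle for no effect and no substrate for full effect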
Luciferase inh: qHTS Assay for Inhibitors of Firefly Luciferase; Luciferin 4-monooxygenase (Photinus pyralis), P08659; purified firefly luciferase, luminescence, 8 min; Potency, µM (highest dose often 57.1 µM), for the others: at the top dose activity change, negative = inhibition, usual class: inhibitors; 2.2% of 72,000 active; note: potency is the fitted concentration of half-maximal effect; % is set by controls: 0 for no effect and ±100 for the full control effect; nearly all actives have a fitted effect of over 40% in size
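Substrate buffer containing 10 uM ATP (pH 7.2 imidazole, Mg2+, KCl, detergent, BSA) is dispensed, compound pinned in, then luciferase/luciferin detector mix added. After 8 min at ambient temperature, light output is measured.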
HEK293 cAMP cs: qHTS Assay for Agonists of the Thyroid Stimulating Hormone Receptor: Activators of Intracellular cAMP Concentrations in Parental HEK 293 | parental HEK293 CNG cAMP sensor, membrane potential fluorescence | Potency, µM (titrated, usually from 57.1 µM), inactives show at the top dose activation, hits mostly activators | 2.5% of 73,000 active; note: potency is the fitted concentration of half-maximal effect; % of control where 0% means no effect; nearly all actives have a fitted effect of over 55% in size
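Parental HEK 293 cells stably expressing a cAMP-gated CNG channel were loaded with membrane potential dye containing 100 uM RO 20-1724 for 60 min. Compound added for 30 min; depolarization read as fluorescence intensity at 590 nm.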
CRE-bla Fsk: Cell signaling CRE-BLA (Fsk stim). Potency, µM (titrated, usually from 38.2 µM), without a hit: at the top dose activity change, negative = inhibition, most hits filed as activators. 2.5% of 71,000 active. CHO CRE-bla reporter (cAMP response element driving beta-lactamase), forskolin EC10, beta-lactamase ratio; active = well fitted activation curve with a large enough effect in the signal ratio, with a control signal flat, not every such curve was filed as active; inconclusive = small, poorly fitted or top-dose-only effect, or effect the other way, or a change in a side signal; the % refers to the signal ratio; note: potency is the fitted concentration of half-maximal effect; % of control where 0% means no effect
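Cells were plated overnight at 37 °C, exposed to compound titrations plus EC10 NKH 477 for 3 h, then given CCF4 dye for 2 h at room temperature. Blue/green (460/530 nm) ratio was converted to %Activity and AC50 values calculated.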
ERK AVP block: qHTS Assay for Inhibitors of the ERK Signaling Pathway using a Homogeneous Screening Assay; HEK293-V1b, vasopressin-stimulated pERK AlphaScreen; 0.99% of 72,000 active; Potency, µM (highest dose often 57.5 µM), without a hit: at the top dose activity, negative = inhibition, actives largely listed as inhibitors; note: potency is the fitted concentration of half-maximal effect; % is set by controls: 0 for no effect and ±100 for the full control effect; nearly all actives have a fitted effect of over 55% in size
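Overnight-seeded V1b-HEK293 cells in 1% FBS got compound, then vasopressin (25 nM final, 5 min, 37C), then lysis buffer. AlphaScreen detection of phospho-ERK; activity normalized to basal and full-stimulation controls.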
BRCT inh red: qHTS Assay for Inhibitors of BRCT-Phosphoprotein Interaction (Red Fluorophore); BRCT-phosphopeptide binding, red fluorescence polarization; 0.03% of 75,000 active; AID 892, 2007; Potency, µM (doses to about 76.9 µM), inactives show at the top dose activity change, negative = inhibition, actives largely listed as inhibitors; Breast cancer type 1 susceptibility protein (Homo sapiens), P38398; note: % is set by controls: 0 for no effect and ±100 for the full control effect
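Rhodamine-labelled pBACH1 10-mer (100 nM) bound to BRCT domain (100 nM) at pH 7.3; compounds incubated 12 min room temperature, polarization read. Free peptide defines full inhibition; unlabelled decapeptide titrated as control.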
Tau filament bind: qHTS Assay for Tau Filament Binding; 2% of 71,000 active; Potency, µM (titrated, usually from 57.1 µM), for inactives: at the top dose activity change, negative = inhibition; Microtubule-associated protein tau (Homo sapiens), P10636; recombinant tau filaments, thioflavin S fluorescence, 15 h; filaments grown with octadecylsulfate alongside compound;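 note: potency is the fitted concentration of half-maximal effect; % is set by controls: 0 for no effect and ±100 for the full control effect; actives lower thioflavin S fluorescence by blocking filaments or displacing dye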
Target sequence (P10636 whole entry, looked up): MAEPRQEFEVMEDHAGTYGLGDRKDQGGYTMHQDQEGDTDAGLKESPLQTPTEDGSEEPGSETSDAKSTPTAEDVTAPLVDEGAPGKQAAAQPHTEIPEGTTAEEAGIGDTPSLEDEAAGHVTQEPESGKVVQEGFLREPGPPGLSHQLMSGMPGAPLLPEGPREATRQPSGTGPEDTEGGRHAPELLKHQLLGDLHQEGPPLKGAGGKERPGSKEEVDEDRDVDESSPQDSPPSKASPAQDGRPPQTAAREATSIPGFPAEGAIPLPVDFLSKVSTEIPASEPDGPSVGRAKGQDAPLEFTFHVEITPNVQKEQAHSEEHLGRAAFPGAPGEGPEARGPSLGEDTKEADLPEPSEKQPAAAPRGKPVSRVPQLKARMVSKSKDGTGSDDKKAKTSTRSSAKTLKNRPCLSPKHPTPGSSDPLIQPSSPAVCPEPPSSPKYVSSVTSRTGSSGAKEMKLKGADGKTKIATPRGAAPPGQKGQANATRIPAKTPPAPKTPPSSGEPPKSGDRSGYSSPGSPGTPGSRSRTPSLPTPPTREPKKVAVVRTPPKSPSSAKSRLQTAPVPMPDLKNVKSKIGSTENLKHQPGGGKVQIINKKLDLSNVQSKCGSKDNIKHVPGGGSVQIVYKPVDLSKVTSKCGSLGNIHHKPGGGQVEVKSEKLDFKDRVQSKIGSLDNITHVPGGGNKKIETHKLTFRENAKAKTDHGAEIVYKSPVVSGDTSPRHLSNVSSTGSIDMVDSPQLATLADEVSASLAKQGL
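Tau 2 uM in ThS buffer dispensed; compound added; 60 uM ODS added (finals 1 uM tau, 30 uM ODS); 15 h 37 C; fluor ex450/em510.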
* marks the source's active call; other numbers are inactive results; i = inactive; ? = inconclusive; . = no result given; [ ] = dose if it differs, or a comment. Unless noted, calls come from the whole dose curve; as a rule, active = well fitted curve in the direction sought with a large enough effect; inconclusive = small, poorly fitted or top-dose-only effect, or another doubt; inactive = no such curve, though single readings can be large; an effect the other way counts as inactive or inconclusive.

SMILES	A350 fluor	USP2a inh	Caspase-7 inhib	BRCT inh green	Casp1 inh	Luciferase inh	HEK293 cAMP cs	CRE-bla Fsk	ERK AVP block	BRCT inh red	Tau filament bind
Cn1c(C(=O)NCCN2CCc3ccccc3C2)cc2c(=O)n(C)c3ccccc3c21	.	.	-9.1%	2.4%	-5.8%	0.8%	16.4%	?	3.9%	-0.7%	259.5%
CCCCOc1cccc(C2(C(=O)O)CCCC2)c1	.	6.4%	-1.3%	-1.5%	-3.1%	-0.6%	12.5%	-2.6%	-7.8%	-1.1%	-0.2%
O=C(Nc1ccc2c(c1)OCCO2)NC12CC3CC(CC(C3)C1)C2	i	27.4%	-0.8%	0.2%	-0.5%	12.6µM*	5.3%	-8.0%	-12.5%	-0.9%	-3.0%
CCN1C(=O)/C(=C/N2CC(C)CC(C)C2)SC1=S (stereo unspecified)	?	5.6%	-1.2%	0.8%	1.2%	-8.0%	7.7%	21.9%	-7.6%	0.7%	-1.2%
COc1ccc(S(=O)(=O)N2CCOCC2)cc1C(=O)Nc1ccon1	i	-4.4%	0.4%	-1.2%	0.1%	2.0%	3.7%	8.7%	-8.8%	-0.1%	3.3%
Cc1ccc(NCc2nnc(SCC(N)=O)n2CCc2ccccc2)cc1	i	-15.1%	0.2%	1.4%	-1.0%	3.7%	-6.1%	4.8%	-18.8%	1.5%	-6.4%
CCOC(=O)N1CCC(c2nc(C)sc2C(=O)O)CC1	?	0.4%	-0.5%	0.0%	-2.6%	-0.4%	4.5%	1.1%	-3.8%	-0.3%	0.5%
COc1ccc(CN2CCN(C(=O)c3cccnc3)CC2)cc1Br	i	-7.2%	1.1%	-2.0%	1.3%	-0.5%	6.6%	0.3%	-10.0%	-0.3%	3.0%
Cc1ccc(C(C(=O)NC2CCCCC2)N(CCC(C)C)C(=O)CNC(=O)c2ccco2)o1 (stereo unspecified)	i	26.1%	-0.6%	-3.4%	-0.5%	-0.9%	?	-5.6%	8.0%	-0.6%	-11.2%
Cc1nc(/N=C\N(C)C)sc1C(=O)Nc1ccccc1	.	0.6%[7.66 µM]	0.4%	-0.5%	-0.2%	-0.4%	-4.7%[11.4 µM]	?	3.0%	-1.5%	-8.7%[11.4 µM]
COc1ccccc1N1CCN(C(=O)c2cc(-c3ccco3)on2)CC1	.	.	-5.7%	0.8%	-2.9%	-0.3%	4.2%	-10.6%	-5.0%	0.3%	7.2%
CCC(=O)N1CCc2cc(S(=O)(=O)CCC(=O)Nc3ccc(CC)cc3)ccc21	i	3.1%	0.6%	-0.2%	0.4%	3.5%	11.4%	7.2%	16.3%	0.6%	16.3%
CS(=O)(=O)N1CCC2(CC1)CN(C(=O)Nc1ccccc1)C2	i	-20.9%	-2.0%	0.1%	-2.3%	-1.6%[11.4 µM]	-4.4%	-1.6%	-5.8%	0.3%	-9.1%
Cc1ccc2oc(=O)c3cnn(CC(=O)NCCN(C)C)c3c2c1	.	.	-0.2%	-0.9%	-3.3%	2.3%	4.4%	-1.9%	-2.8%	-0.8%	-8.6%
O=S1(=O)CCC(NS(=O)(=O)/C=C/c2ccccc2)C1 (stereo unspecified)	i	-3.4%	-0.3%	0.3%	2.5%	0.9%	14.2%	-4.0%	-16.5%	-0.7%	3.0%
Cc1oc(C(=O)O)cc1COc1cccc2cccnc12	.	2.3%	-2.6%	0.7%	-3.0%	0.4%	-1.6%	0.9%	9.4%	-2.5%	-10.4%
Cn1nc(CC(=O)NCCN2C(=O)CSC2=O)c2ccccc2c1=O	i	4.4%	0.6%	-0.4%	-1.2%	-0.9%	-0.7%	-0.7%	2.0%	-2.9%	-7.4%
CCN(CC)S(=O)(=O)c1ccc2oc(C(=O)NC(C)C)c(C)c2c1	i	-8.4%	0.1%	-6.3%	1.5%	1.0%	11.1%	?	-1.1%	-1.6%	-0.3%
COC(=O)c1ccc(OC)c(CSc2nnc(COc3ccc(OC)cc3)o2)c1	?	-3.4%	-2.5%	1.0%	-0.1%	-0.4%	12.6µM*	18.0%	-18.2%	-2.9%	8.7%
CC(=O)N1CCC2(CCN(Cc3ccccc3)CC2)CC1	i	1.5%	1.3%	-1.8%	-4.5%	-2.1%[11.4 µM]	13.4%	-2.6%	0.1%	-0.8%	8.0%

Some values from the entries so far.
COC(=O)c1ccc(OC)c(CSc2nnc(COc3ccc(OC)cc3)o2)c1 in Tau filament bind is entered as 8.7%
Cc1oc(C(=O)O)cc1COc1cccc2cccnc12 in BRCT inh red is entered as -2.5%

Following part
SMILES	A350 fluor	USP2a inh	Caspase-7 inhib	BRCT inh green	Casp1 inh	Luciferase inh	HEK293 cAMP cs	CRE-bla Fsk	ERK AVP block	BRCT inh red	Tau filament bind
O=C(Nc1ccc(Cl)cc1)NC1CCS(=O)(=O)C1 (stereo unspecified)	.	0.0%[7.66 µM]	-0.6%	-0.3%	-0.5%	0.2%	8.7%[11.4 µM]	?	-12.1%	-0.8%	4.4%[11.4 µM]
Cc1nc2ccccc2c2nc(NC(=O)Cc3ccccc3)nn12	i	7.5%	-0.6%	-1.6%	-1.8%	0.5%	-0.8%	?	-28.7%	-3.3%	8.2%
COC(=O)[C@@]1(Cc2ccc(OC)cc2)[C@H]2c3cc(C(=O)N4CCCC4)n(Cc4ccc(O)c(OC)c4)c3C[C@H]2CN1C(=O)c1ccccc1	.	.	-2.9%	-1.2%	-3.8%	.	?	?	33.9%[activator]	-1.8%	18.5%
CCN1CCN(C(c2ccccc2)c2nnnn2CCc2ccc(OC)c(OC)c2)CC1 (stereo unspecified)	i	8.2%	0.2%	-0.8%	0.5%	-0.1%	5.4%	18.3%	11.0%	2.3%	2.6%
CC(=O)c1cccc(NC(=O)C2CCCN2S(=O)(=O)c2cccc3cccnc23)c1 (stereo unspecified)	.	.	-1.4%	0.2%	0.5%	-0.9%	1.3%	17.7%	-17.8%	-0.8%	7.5%
CCOC(=O)c1ccccc1NC(=O)c1ccc(Cl)c(S(=O)(=O)N2CCOCC2)c1	i	4.5%	-2.5%	-0.2%	-1.0%	0.6%	?	?	11.0%	1.3%	21.8%
Cc1c(N=Cc2cccs2)c(=O)n(-c2ccccc2)n1C	.	3.4%	0.2%	-2.0%	-0.5%	1.4%	-1.3%	1.0%	-19.8%	1.1%	4.8%
CCOc1ccc(-n2c(=S)sc3c(=O)[nH]c(SCC(=O)NCc4ccco4)nc32)cc1	i	4.2%	-1.5%	2.9%	-2.7%	1.5%	9.3%	-19.5%	-15.8%	1.1%	-8.4%
Cc1cccc(CNc2ccnc(-c3ccoc3)n2)c1	i	48.9%[activator]	-11.9%	4.0%	-5.4%	2.6%[2.29 µM]	11.7%	?	7.4%	1.1%	-10.5%
COc1cc(OC)cc(OCC(O)Cn2ccnc2C)c1 (stereo unspecified)	i	.	1.9%	-1.7%	-0.7%	2.6%	9.0%	-3.2%	-29.9%	-2.7%	-16.2%
CCOC(=O)N1CCN(C(=O)CCn2c(=S)[nH]c3cc(OCC)c(OCC)cc3c2=O)CC1	i	9.5%	0.7%	-1.6%	0.9%	2.1%	1.4%	15.5%	8.6%	-1.0%	-2.6%
O=C(OCc1c(Cl)nc2sccn12)c1cc2c(s1)CCCC2	i	-4.9%	0.2%	-4.0%	0.3%	1.6%	12.6µM*	?	-1.2%	0.8%	-23.2%
Cn1c(=NC(=O)c2cnccn2)sc2ccccc21	?	-1.0%	6.2%	-2.9%	-0.3%	12.6µM*	-7.4%	4.3%	0.2%	-4.0%	-10.7%
O=C(Nc1cccnc1)c1cc(-c2cccs2)on1	1.64e-08M*	-3.9%	1.7%	-0.4%	-1.3%	-16.1%	-0.7%	-5.0%	5.8%	0.7%	6.8%
COc1c(Cl)ccc(Cl)c1C(=O)NC(=O)N1CCOCC1	?	-1.2%	0.7%	-0.1%	-0.1%	1.0%	-0.7%	-2.0%	-3.3%	0.8%	-4.0%
COc1ccccc1CNC(=O)CCn1c(=O)sc2ccccc21	i	7.8%	2.0%	-2.4%	3.8%	-1.1%	0.9%	-18.5%	22.2%	0.2%	6.3%
CC(C)Sc1nc(SCC(=O)NCc2ccco2)c2c3c(sc2n1)COC(C)(C)C3	i	-5.0%	-0.9%	-0.5%	-0.6%	2.0%	-1.2%	7.3%	-25.5%	0.7%	-3.3%
